PKM2 act = PKM2 (human) enzyme activation. 260,000 tested, 0.34% active. Potency, µM (top dose mostly 57.5 µM), inactives show at the highest dose activation, usual class: activators. P14618. purified PKM2, Kinase-Glo ATP luminescence, activation; response scale: 0% is enzyme alone, no compound. AID 1631; further: potency means the concentration at half of the fitted maximal effect; on the % scale 0 is the no-effect control and ±100 the full control effect; nearly all actives have a fitted effect of over 55% in size
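Purified hPK-M2 (>95% pure) converted ADP (0.1 mM final) to ATP with 0.5 mM PEP in 50 mM imidazole pH7.2, KCl, MgCl2, Tween 20, BSA; 1 h at room temperature. ATP detected by Kinase-Glo luminescence.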
GALK inhibitor = blocks human galactokinase activity; AID 1868; 270,000 tested, 0.007% active; P51570; Potency, µM (series often up to 57.5 µM), inactives show top-dose activity change, negative = inhibition, hits mostly inhibitors; Purified GALK, Kinase-Glo residual ATP luminescence; further: potency means the concentration at half of the fitted maximal effect; on the % scale 0 is the no-effect control and ±100 the full control effect
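5 nM enzyme, 35 uM ATP, 100 uM galactose, 20 mM HEPES pH8.0, 5 mM MgCl2; 1 h RT; residual ATP by Kinase-Glo Plus luminescence, qHTS format.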
Mito fusion yeast = inhibitors of mitochondrial division or activators of mitochondrial fusion; S. cerevisiae fusion-defective mutant growth rescue, CellTiterGlo 48 h; Potency, µM (titrated, usually from 46.1 µM), inactives show at the top dose growth rescue (activation), usual class: activators; 320,000 tested, 0.23% active;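 further: potency means the concentration at half of the fitted maximal effect; % of control where 0% means no effect; nearly all actives have a fitted effect of over 45% in size; temperature-sensitive fusion mutants such as fzo1-1 at 37 °C on non-fermentable ethanol glycerol medium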
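Luminescent cell viability in 1536-well qHTS format served as the measure of rescued growth in ts fusion-mutant S. cerevisiae cultured on non-fermentable YPEG for 48 hours at 37C.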
Menin-MLL TR inh = inhibitors of human menin-MLL interaction, mutant MLL peptide; AID 1768; O00255; Potency, µM (doses to about 61.6 µM), for inactives: at the highest dose FP activity change, negative = inhibition, hits mostly inhibitors; Menin + Texas Red MLL mutant peptide, fluorescence polarization; 270,000 tested, 0.23% active; active means well fitted inhibition curve with a large enough effect in the polarisation, with a control signal flat, not every such curve was filed as active; inconclusive means small, poorly fitted or top-dose-only effect, or effect the other way, or a change in a side signal; inactive means no such curve, though single readings can be large or run the other way; the % refers to the polarisation; further: potency means the concentration at half of the fitted maximal effect; % of control where 0% means no effect; many of its hits are not listed in these tables
Eya2 phos inh = Eya2 (human) phosphatase inhibition; AID 488837; Potency, µM (series often up to 76.9 µM), for inactives: at the top dose activity, negative = inhibition, usual class: inhibitors; recombinant Eya2, OMFP fluorescence dephosphorylation (OMFP is methylfluorescein phosphate); 330,000 tested, 0.006% active; O00167; further: potency means the concentration at half of the fitted maximal effect; on the % scale 0 is the no-effect control and ±100 the full control effect
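Eya2 protein (added as 0.2 uM solution) was preincubated with compound for 10 min at ambient temperature in 50 mM HEPES pH 7.5, 50 mM NaCl, 5 uM MgCl2, 0.05% BSA, 1 mM DTT. OMFP (added at 50 uM) then reacted 10 min; fluorescence read at 485/525 nm.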
hERG WT inh = blocks the wildtype human KCNH2 potassium channel; 340,000 tested, 0.37% active; activity change, % at 1.84 µM; Q12809; AID 720551; U2OS, BacMam KCNH2, thallium flux FluxOr; active compounds read low;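 active means maximum activity change below -70%; inconclusive means maximum activity change between -70% and -50%; inactive means maximum activity change above -50%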; further: on the % scale 0 is the no-effect control and ±100 the full control effect
Target sequence (Q12809 whole entry, looked up): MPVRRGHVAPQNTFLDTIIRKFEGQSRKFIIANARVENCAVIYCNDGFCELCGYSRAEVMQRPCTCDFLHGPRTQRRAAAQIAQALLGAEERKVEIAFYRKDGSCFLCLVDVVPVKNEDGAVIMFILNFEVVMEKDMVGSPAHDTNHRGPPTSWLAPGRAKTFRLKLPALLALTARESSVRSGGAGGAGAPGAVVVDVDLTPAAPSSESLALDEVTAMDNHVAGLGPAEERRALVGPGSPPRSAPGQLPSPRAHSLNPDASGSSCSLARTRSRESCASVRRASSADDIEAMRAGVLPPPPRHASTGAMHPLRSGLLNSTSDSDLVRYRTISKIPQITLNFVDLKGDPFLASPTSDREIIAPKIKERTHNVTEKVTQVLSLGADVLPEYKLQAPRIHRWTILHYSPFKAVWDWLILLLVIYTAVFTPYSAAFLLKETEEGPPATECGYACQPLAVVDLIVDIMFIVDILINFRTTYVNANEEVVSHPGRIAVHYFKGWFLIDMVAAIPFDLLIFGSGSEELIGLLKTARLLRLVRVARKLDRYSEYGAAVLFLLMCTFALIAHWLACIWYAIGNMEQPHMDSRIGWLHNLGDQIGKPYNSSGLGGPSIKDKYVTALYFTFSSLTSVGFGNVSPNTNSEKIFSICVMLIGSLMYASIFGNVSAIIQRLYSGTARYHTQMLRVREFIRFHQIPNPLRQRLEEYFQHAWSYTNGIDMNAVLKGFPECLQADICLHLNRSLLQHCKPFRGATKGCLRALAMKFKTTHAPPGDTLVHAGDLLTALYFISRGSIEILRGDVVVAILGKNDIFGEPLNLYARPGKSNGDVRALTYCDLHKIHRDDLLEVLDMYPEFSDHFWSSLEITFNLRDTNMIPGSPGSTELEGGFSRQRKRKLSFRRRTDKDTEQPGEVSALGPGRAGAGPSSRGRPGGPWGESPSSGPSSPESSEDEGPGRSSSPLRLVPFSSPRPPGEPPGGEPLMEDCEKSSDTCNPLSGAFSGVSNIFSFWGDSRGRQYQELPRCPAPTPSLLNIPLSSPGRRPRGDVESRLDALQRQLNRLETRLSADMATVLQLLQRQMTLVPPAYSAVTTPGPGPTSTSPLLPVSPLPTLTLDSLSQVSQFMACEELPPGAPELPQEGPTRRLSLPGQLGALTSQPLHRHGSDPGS
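U2OS cells transduced with wild-type KCNH2 virus are loaded with FluxOr dye for 45 min, and thallium flux is measured in kinetic reads before and after stimulation buffer. Rate constants are normalized to DMSO controls.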
TSHR antagonist = human thyrotropin receptor antagonism. P16473. TSHR-expressing cells, TSH-stimulated cAMP HTRF, 2 h; active compounds read low. activity change, negative = inhibition, % at 11.5 µM. 330,000 tested, 0.2% active. AID 504810;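 active means activity change below a set negative limit, meaning inhibition stronger than a set level, cut at about -70% in these data; inconclusive means activity change between two set negative limits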; further: on the % scale 0 is the no-effect control and ±100 the full control effect
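Cell-based HTRF cAMP assay; TSHR cells + compound, TSH EC80 (4nM final), 2 h, 37 deg C. Lysis with anti-cAMP cryptate and cAMP-d2, 30 min RT, read 665/620 nm.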
MBNL1-CUG inh = MBNL1-poly(CUG) RNA binding inhibition | Q9NR56 | TR-FRET MBNL1-His/biotin-(CUG)12 binding, 665/545 ratio | Potency, µM (top dose mostly 57.5 µM), for the others: at the highest dose activity change, negative = inhibition, most hits filed as inhibitors | 280,000 tested, 0.036% active | AID 2675; active means well fitted inhibition curve with a large enough effect in the signal ratio, with a control signal flat, not every such curve was filed as active; inconclusive means small, poorly fitted or top-dose-only effect, or effect the other way, or a change in a side signal; inactive means no such curve, though single readings can be large or run the other way; the % refers to the signal ratio; further: potency means the concentration at half of the fitted maximal effect; on the % scale 0 is the no-effect control and ±100 the full control effect
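Compounds (final 92 nM to 58 uM) are added to His-tagged MBNL1 and biotin-(CUG)12, then terbium anti-His antibody and streptavidin-XL665 (5 nM final). After 60 min at room temperature, the 665/545 nm ratio is read.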
BCR signal inh = blocks chronic active B-cell receptor signaling | ABC-DLBCL IkBa-CBG/CBR reporter, luminescence ratio, 4 h | Potency, µM (doses to about 46.1 µM), for inactives: top-dose ratio change, negative = lower green/red ratio, most hits filed as inhibitors | 340,000 tested, 0.05% active; active means well fitted inhibition curve with a large enough effect in the signal ratio, with a control signal flat, not every such curve was filed as active; inconclusive means small, poorly fitted or top-dose-only effect, or effect the other way, or a change in a side signal; the % refers to the signal ratio;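 further: potency means the concentration at half of the fitted maximal effect; plate controls were basal doxycycline-induced cells for no effect and cells given 10 µM MG132 for full effect; MG132 reads +100%, hits lower the ratio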
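Cell line TMD8 (human ABC DLBCL), stably expressing tet-inducible CBG68-IkBa fusion and CBR; IMDM/0.5% FBS; cpd up to 46 uM; dox induction, 4 h, 37C/5% CO2; dual luminescence; green/red ratio; MG132 control.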
USP2a block = blocks human ubiquitin-specific protease USP2a; O75604; USP2 core, Ub-CHOP2 coupled fluorogenic reporter, 485/531; Potency, µM (top dose mostly 38.3 µM), for the others: top-dose activity change, negative = inhibition, most hits filed as inhibitors; 330,000 tested, 0.01% active; AID 463254;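 further: potency means the concentration at half of the fitted maximal effect; plate controls were DMSO wells for no effect and full inhibition by NEM control for full effect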
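Cell-free coupled assay: 10nM USP2 core preincubated 30min RT with compound in Tris-HCl pH 8.0/CaCl2/CHAPS buffer, then 25nM Ub-CHOP2 and 25nM reporter substrate; fluorescence (Ex 485/Em 531) read after 60min RT, normalized to NEM inhibition, concentration-response curves fitted.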
ASM inhibitor = blocks human secretory acid sphingomyelinase | P17405 | placental ASM, HMU-PC fluorogenic substrate, 60 min | Potency, µM (highest dose often 57.5 µM), for the others: at the top dose activity change, negative = inhibition, most hits filed as inhibitors | 340,000 tested, 0.006% active | AID 504937; further: potency means the concentration at half of the fitted maximal effect
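Human placenta-derived ASM preincubated with compound 10 min at room temperature, then reacted with 9 uM (final) fluorogenic HMU-PC substrate for 60 min at 37 C. Stop solution raises pH to 10; fluorescence read at Ex 386/Em 447 nm.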
* marks the source's active call; other numbers are inactive results; i = inactive; ? = inconclusive; · = no result given; [ ] = another dose, or the depositor's remark. Unless noted, the call rests on the fitted dose curve; in most records, active means well fitted curve in the direction sought with a large enough effect; inconclusive means small, poorly fitted or top-dose-only effect, or another doubt; inactive means no such curve, though single readings can be large; an effect the other way counts as inactive or inconclusive. This is a subset (hit frequency here may not be typical).

Each structure is followed by: PKM2 act	GALK inhibitor	Mito fusion yeast	Menin-MLL TR inh	Eya2 phos inh	hERG WT inh	TSHR antagonist	MBNL1-CUG inh	BCR signal inh	USP2a block	ASM inhibitor
- O=C(c1ccc(F)cc1F)N1CCN(S(=O)(=O)c2ccc3c(c2)OCCO3)CC1
  ·	·	0%	·	-15%	3	-6	·	-9%	2%	3%
- O=C(NNc1c(F)c(F)cc(F)c1F)c1ccc(Cl)nc1
  -2%	-3%	-14%	-2%	-15%	-14	11	-3%	-6%	1%	-2%
- CCOC(=O)Nc1cccc(NC(=O)c2ccccc2F)c1
  -1%	0%	-1%	-5%	0%	1	-16	-7%	-3%	0%	3%
- O=C(NCC1CCCO1)c1ccc2c(=O)n(-c3ccc(F)cc3)c(=S)[nH]c2c1 (configuration not stated)
  0%	2%	2%	-22%	-1%	3	0	·	6%	-1%	31%[activator]
- COc1ccc(C2C(C(=O)O)CC(=O)N2C2CCCCC2)cc1 (configuration not stated)
  -2%	3%	-5%	-12%	-2%	7	13	-2%	5%	-5%	3%
- CCCN1CCc2c(sc3nc(SCC)n(-c4ccccc4)c(=O)c23)C1
  ·	-2%	5%	?	?	6	-10	37%[activator]	-1%	1%	69%[activator]
- C[C@@H]1CN([C@@H](C)CO)C(=O)c2cccc(NS(=O)(=O)c3cccs3)c2O[C@H]1CN(C)Cc1ccc(C(F)(F)F)cc1
  ·	·	·	·	16%	5	3	·	2%	1%	-4%
- CCOC(=O)c1nn(-c2ccc(Cl)cc2)c(C)cc1=O
  ·	11%	1%	-2%	0%	20	9	2%	?	3%	2%
- CN(C)c1ccc(CC2C(=O)Nc3ccccc32)cc1 (configuration not stated)
  11%	7%	-5%	·	13%	8	0	-12%	?	0%	-1%
- CCOc1cc(N2CCOCC2)c(OCC)cc1NC(=O)CN1C(=O)NC(C)(C2CC2)C1=O (configuration not stated)
  0%	-4%	3%	-5%	4%	4	-8	-1%	0%	13%	2%
- Cc1cccc(NC(=O)/C(C#N)=C/c2ccc(F)cc2)n1
  ·	-8%	1%	9%	-3%	0	-7	-3%	3%	3%	5%
- CC(C)(C)NC(=O)C(c1ccc(-c2ccccc2)cc1)N(C[C@H]1CC[C@@H]([C@@H]2CC[C@H](CO)O2)O1)C(=O)c1ccc(-c2ccccc2)cc1 (some centres not stated)
  ·	·	·	·	-13%	-4	-4	·	-1%	-10%	-23%
- Cc1ccsc1/C=N/NC(=O)C1CC(=O)N(c2ccc(F)cc2)C1 (configuration not stated)
  -1%	3%	-4%	·	?	-6	4	12%	-24%	-1%	0%
- Cc1cccc(C(=O)OCC(=O)NCC(C)C)c1O
  -7%	0%	-4%	8%	19%	-10	1	-2%	-11%	1%	2%
- COc1ccc(N2CCN(C(=O)CNC(=O)c3cccc(Br)c3)CC2)cc1
  -1%	15%	5%	-5%	7%	1	-1	-7%	-11%	0%	18%
- CCOC(=O)[C@@H]1[C@H]2COc3ccc(Br)cc3[C@@H]2N2C(=O)N(c3ccccc3)C(=O)[C@]12C
  -1%	·	1%	0%	11%	13	-2	3%	-7%	3%	3%
- Cc1ccc(NC(=O)CSc2nnc3n2CCCCC3)cc1
  7%	-1%	-8%	-14%	0%	10	0	-8%	0%	5%	2%
- CC(=O)Nc1ccc(S(=O)(=O)Nc2nc3ccccc3nc2-n2ccc(=NC(=O)c3ccc(F)cc3)cc2)cc1
  ·	0%	-15%	-15%	-15%	-1	-6	?	-6%	0%	149%[activator]
- S=C(Nc1ccccc1Cl)N1CCOCC1
  -7%	·	-3%	-10%	3%	9	4	-11%	-4%	3%	-6%
- CCN(CC)CCN(C)Cc1nc(C(c2ccccc2)c2ccccc2)no1
  3%	6%	-7%	-7%	-5%	33	11	11%	-7%	-1%	1%
- Cc1c(Br)cccc1NC(=O)c1sccc1-n1cccc1
  -4%	-1%	6%	1%	-17%	27	-8	8%	19%	-8%	-3%
- COC(=O)c1cc(CN2CCN(c3ccccc3)CC2)ccc1O
  -2%	6%	-4%	-19%	8%	-6	6	-4%	5%	0%	0%
- CC(Oc1ccc2c3c(c(=O)oc2c1)CCCC3)C(=O)NC1CC(C)(C)NC(C)(C)C1 (configuration not stated)
  ·	0%	3%	·	3%	-29	-3	1%	-2%	-7%	-1%
- CC(NC(=O)c1cccs1)C(=O)NC1=NCCS1 (configuration not stated)
  6%	0%	-4%	31%[activator]	4%	-8	-3	-1%	2%	1%	4%
- CCOc1cccc2cc(-c3csc(NC(=O)CCC(=O)N4CCC(C)CC4)n3)c(=O)oc12
  -6%	-1%	0%	9%	-21%	0	-3	2%	?	4%	39%[activator]
- COCCNC(=O)CN(C(=O)CCC(=O)Nc1nccs1)c1ccccc1OC
  3%	0%	3%	-4%	1%	0	1	-8%	1%	-3%	-1%
- CN1c2ccccc2-c2nc3ccccc3n2C1c1ccccn1 (configuration not stated)
  -10%	2%	-6%	15%	-12%	10	-5	4%	9%	-5%	i
- CC(C)(C)c1ccc(C(=O)N2CCN(CCNC(=O)C(=O)Nc3ccc(F)cc3)CC2)cc1
  3%	-8%	1%	?	-5%	33	5	-4%	?	3%	-2%
- c1ccc(CCNc2nnnn2-c2ccccc2)cc1
  2%	0%	1%	21%	-8%	-3	20	2%	9%	5%	4%
- Cc1noc(C)c1CSc1nnc2ccccn12
  6%	0%	1%	-1%	5%	-13	2	7%	-11%	3%	87%[activator]

3 of the compounds above, with bars between the fields.
Compound | PKM2 act | GALK inhibitor | Mito fusion yeast | Menin-MLL TR inh | Eya2 phos inh | hERG WT inh | TSHR antagonist | MBNL1-CUG inh | BCR signal inh | USP2a block | ASM inhibitor
Cc1c(Br)cccc1NC(=O)c1sccc1-n1cccc1 | -4% | -1% | 6% | 1% | -17% | 27 | -8 | 8% | 19% | -8% | -3%
Cc1cccc(NC(=O)/C(C#N)=C/c2ccc(F)cc2)n1 | · | -8% | 1% | 9% | -3% | 0 | -7 | -3% | 3% | 3% | 5%
CC(Oc1ccc2c3c(c(=O)oc2c1)CCCC3)C(=O)NC1CC(C)(C)NC(C)(C)C1 (configuration not stated) | · | 0% | 3% | · | 3% | -29 | -3 | 1% | -2% | -7% | -1%

The list goes on:
Each structure is followed by: PKM2 act	GALK inhibitor	Mito fusion yeast	Menin-MLL TR inh	Eya2 phos inh	hERG WT inh	TSHR antagonist	MBNL1-CUG inh	BCR signal inh	USP2a block	ASM inhibitor
- O=C(CN1C(=O)CSc2ncccc21)Nc1cccc(Cl)c1
  0%	·	0%	13%	-8%	5	-7	-8%	4%	-1%	-3%
- CCC1(CC)NC(=O)N(CC(=O)OCC(=O)NC(=O)c2ccccc2OC)C1=O
  ·	·	-1%	·	12%	-2	-1	·	3%	3%	4%
- CC(C)N1CC(C(=O)Nc2cc(Cl)cc(Cl)c2)CC1=O (configuration not stated)
  2%	1%	-1%	-4%	-18%	-12	-1	0%	-7%	1%	5%
- Cc1nnc(SCc2ccccc2Cl)n(N)c1=O
  13%	-1%	20%	-10%	-3%	-2	3	-2%	?	-3%	-2%

Some of the entries above, set out differently:
SMILES,PKM2 act,GALK inhibitor,Mito fusion yeast,Menin-MLL TR inh,Eya2 phos inh,hERG WT inh,TSHR antagonist,MBNL1-CUG inh,BCR signal inh,USP2a block,ASM inhibitor
CC(C)N1CC(C(=O)Nc2cc(Cl)cc(Cl)c2)CC1=O (configuration not stated),2%,1%,-1%,-4%,-18%,-12,-1,0%,-7%,1%,5%
Cc1nnc(SCc2ccccc2Cl)n(N)c1=O,13%,-1%,20%,-10%,-3%,-2,3,-2%,?,-3%,-2%

Screening results: PubChem, National Center for Advancing Translational Sciences (NCATS)
